# M5 PAM: positive allosteric modulators of human muscarinic M5 receptor; P08912; CHO-K1 hM5, Fluo-8 calcium, ACh EC20 PAM; 0% = ACh EC20, 100% = ACh EC100; activation, % at 3 µM; 0.3% of 360,000 active; AID 624038;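 active = activation above the run cutoff, the mean activation of all test compounds plus 3 SD, cut at about 18% in these data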
# Target sequence (P08912 whole entry, looked up): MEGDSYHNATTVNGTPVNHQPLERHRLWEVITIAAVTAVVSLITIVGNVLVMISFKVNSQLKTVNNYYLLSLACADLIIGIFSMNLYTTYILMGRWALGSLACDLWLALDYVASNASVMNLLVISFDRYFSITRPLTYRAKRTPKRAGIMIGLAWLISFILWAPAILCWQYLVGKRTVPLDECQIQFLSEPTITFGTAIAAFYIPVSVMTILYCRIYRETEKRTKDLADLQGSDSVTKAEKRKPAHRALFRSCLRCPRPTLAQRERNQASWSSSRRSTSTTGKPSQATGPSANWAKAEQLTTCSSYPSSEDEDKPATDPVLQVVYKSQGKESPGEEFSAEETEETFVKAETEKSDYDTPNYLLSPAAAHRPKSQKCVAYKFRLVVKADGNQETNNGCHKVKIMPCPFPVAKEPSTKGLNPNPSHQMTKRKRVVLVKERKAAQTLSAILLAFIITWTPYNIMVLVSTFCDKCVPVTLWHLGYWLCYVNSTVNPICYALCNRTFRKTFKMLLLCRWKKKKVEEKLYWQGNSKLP
#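 system = human M5 receptor in CHO-K1 cells | reagent = EC20 acetylcholine as agonist stimulus | compound dosing = single-point, 3 µM nominal | incubation = Fluo-8 loading 80 min at 37 °C plus 30 min room temperature | detection = Fluo-8 calcium dye fluorescence, kinetic read | benchmarks = low control EC20 acetylcholine (0%), high control EC100 acetylcholine (100%)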
# M4 antag: antagonists of human muscarinic M4 receptor (CHRM4); inhibition, % at 3 µM; P08173; 0.73% of 360,000 active; CHO-hM4 cells, ACh EC80, Fluo-8 calcium fluorescence;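 active = inhibition above its plate's cutoff, the mean inhibition of sample wells plus 3 SD, cut at about 27% in these data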;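 also: 0% = acetylcholine EC80 with DMSO and 100% = DMSO without agonist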
# Target sequence (P08173 whole entry, looked up): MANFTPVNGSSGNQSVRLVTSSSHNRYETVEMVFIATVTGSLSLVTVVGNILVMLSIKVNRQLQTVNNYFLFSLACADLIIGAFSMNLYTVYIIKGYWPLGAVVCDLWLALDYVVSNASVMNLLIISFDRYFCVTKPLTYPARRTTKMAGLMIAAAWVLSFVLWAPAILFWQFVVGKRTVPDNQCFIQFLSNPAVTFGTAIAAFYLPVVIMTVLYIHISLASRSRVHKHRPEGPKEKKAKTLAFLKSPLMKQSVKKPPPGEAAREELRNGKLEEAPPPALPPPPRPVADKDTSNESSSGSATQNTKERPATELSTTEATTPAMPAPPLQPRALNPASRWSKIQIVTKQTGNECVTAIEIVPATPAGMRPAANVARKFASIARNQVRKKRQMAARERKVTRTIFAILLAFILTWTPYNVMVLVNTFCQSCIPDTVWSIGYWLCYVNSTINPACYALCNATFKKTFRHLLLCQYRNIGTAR
# CHO-K1 Ca ag: nonselective activator or artifact in parental CHO-K1 cells | Fluo-8 calcium fluorescence; scaled to maximal ATP response, vehicle zero | activation, % at 3 µM | 0.48% of 360,000 active; in the data active = activation above about 15%;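 also: untransfected CHO-K1 host cells lacking M1 receptor as counterscreen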
# M5 ag: agonists of human muscarinic M5 receptor (CHRM5) | P08912 | CHO-K1 hM5 cells, Fluo-8 calcium fluorescence; 0% DMSO wells, 100% maximal acetylcholine response | activation, % at 3 µM | 0.19% of 360,000 active | AID 624037;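 active = activation above the run's mean over test compounds plus 3 SD, cut at about 23% in these data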;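 also: signal is peak over basal fluorescence ratio across the kinetic read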
# CHRM4 PAM: positive allosteric modulators of human muscarinic M4 receptor; P08173; activation, % at 3 µM; 0.4% of 360,000 active; AID 624126; CHO-K1 hM4/Gqi5, Fluo-8 calcium fluorescence, ACh EC20; 0% = ACh EC20, 100% = maximal ACh;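 active = activation above its plate's cutoff, the mean activation of sample wells plus 3 SD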; also: some results filed as inactive read as strong as hits
# CHRM5 antagonist: CHRM5 antagonism in calcium assay. P08912. CHO-hM5 cells, Fluo-8 calcium fluorescence, ACh EC80. inhibition, % at 3 µM. 0.59% of 360,000 active. AID 624040;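 active = inhibition above a per-plate cutoff, the mean of that plate's test compounds plus 3 SD, cut at about 27% in these data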;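 also: 0% = acetylcholine EC80 with DMSO and 100% = DMSO without agonist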
# CHRM4 agonist: agonists of human muscarinic M4 receptor (CHRM4). P08173. CHO-K1 hM4/Gqi5, Fluo-8 calcium fluorescence; vehicle 0%, full acetylcholine response 100%. activation, % at 3 µM. 0.14% of 360,000 active. AID 624127;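 active = activation above the run mean over all test wells plus 3 SD, cut at about 32% in these data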;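 also: peak over basal fluorescence ratio per well then scaled between controls; 0% = DMSO wells and 100% = acetylcholine at EC100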
# CHO-K1 Ca antag: nonselective inhibitor or artifact in parental CHO-K1 cells. ATP-induced calcium, Fluo-8 fluorescence. inhibition, % at 3 µM. 0.6% of 360,000 active. AID 602250;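 active = inhibition above a per-plate cutoff, the plate's mean sample inhibition plus 3 SD, cut at about 24% in these data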;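 also: 0% = DMSO plus EC80 ATP and 100% = DMSO alone without ATP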
# CHO-K1 Ca PAM: M1 PAM counterscreen hit in parental CHO-K1 cells; ATP EC20, Fluo-8 calcium fluorescence; 0% at ATP EC20, 100% at ATP max; activation, % at 3 µM; 0.02% of 360,000 active;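 active = activation above the run cutoff, the mean activation of all test compounds plus 3 SD, cut at about 40% in these data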;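 also: peak over basal fluorescence ratio in a 140 s read after ATP addition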
# Starred values were filed as active, the others as inactive.
SMILES,M5 PAM,M4 antag,CHO-K1 Ca ag,M5 ag,CHRM4 PAM,CHRM5 antagonist,CHRM4 agonist,CHO-K1 Ca antag,CHO-K1 Ca PAM
COc1ccc(-c2c(-c3ccc(OCC(=O)NN)cc3O)n[nH]c2C(F)(F)F)cc1,5,-1,1.6,-2,2,-3,1,2,14
Cc1c(Cl)ccc2sc(NC(=O)CN3C(=O)c4ccccc4C3=O)nc12,1,-14,0.1,3,5,0,1,-22,14
O=C(CSc1n[nH]c(-c2ccccc2)n1)NC(=O)NCc1ccco1,2,9,0.5,2,-4,4,0,-11,0
CCN(CC)C(=O)Cn1c(=O)n(CCCC(=O)NCc2ccccc2)c(=O)c2sccc21,-3,-16,1.2,-2,15,2,0,-5,12
COc1ccc(-n2c(Cc3cccn3C)nnc2SCC(=O)Nc2ccc(F)cc2)cc1,0,5,0.7,0,-5,-1,-2,17,9
COc1ccc(S(=O)(=O)Nc2cccc3c2O[C@H](CN(C)S(=O)(=O)c2cccs2)[C@@H](C)CN([C@H](C)CO)C3=O)cc1,-9,5,0.5,1,-5,10,3,-6,0
COCCNC(=O)c1cc2c(c(-c3cccc(-c4cc5ccccc5o4)c3)n1)[C@H](CCO)N(S(=O)C(C)(C)C)C2 (some centres undefined),1,-1,2.9,1,4,4,5,-11,19
Cc1ccc(NC(=O)c2ccccc2N(C)S(=O)(=O)c2ccccc2)c(C)c1,-3,3,1.6,-2,-11,-2,3,-5,7
CC(C)[C@H](NC(=O)C1CCC(CNC(=O)[C@@H]2CCCN2C(=O)OC(C)(C)C)CC1)C(=O)O (some centres undefined),-1,4,1.6,1,0,1,1,-13,7
Cc1nc(-c2ccc(C(=O)Nc3cccc(F)c3)cc2)cs1,6,4,4.2,1,-4,-5,7,-8,18
C(=C\n1nnc2ccccc21)/c1ccc[nH]1,0,-9,0.6,4,-2,8,2,-6,-2
CC1=NNC(=O)C1Cc1c(Cl)cccc1Cl (centres undefined),11,1,-0.2,-1,-1,-8,0,5,-8
CC(=O)Nc1c(I)c(C(=O)N[C@H]2C(O)O[C@H](CO)[C@@H](O)[C@@H]2O)c(I)c(N(C)C(C)=O)c1I (some centres undefined),-2,-5,-0.1,1,2,2,1,5,1
Cc1ccc2nc(SCC(=O)Nc3ccc(C(N)=O)cc3)[nH]c2c1,7,-13,-0.2,2,4,13,0,-4,-7
CCOC(=O)C1(CCOC)CCN(C(=O)Cc2ccsc2)CC1,5,0,-0.1,3,-4,-8,1,1,5
O=C(OCC(=O)C12CC3CC(CC(C3)C1)C2)c1cccnc1,-4,4,-0.4,0,-3,-5,1,-5,-11
Cc1ccc(-c2nc(-c3nccc4ccccc34)oc2-c2ccccc2)cc1,-7,-5,0.3,-2,4,4,2,-3,14
COC(=O)/C(=C(O)\C=C\c1ccccc1[N+](=O)[O-])c1nc2ccccc2[nH]1,-4,-23,1.0,-5,4,-13,10,-19,-8
Cc1cc(C(C)(C)C)ccc1OC(=O)C1=CC=CN2CCS(=O)(=O)N=C12,-5,-2,1.5,1,2,3,1,-12,0
CCC(=O)Nc1cc(Cl)ccc1N1CCN(C(=O)CC)CC1,3,-1,-0.6,1,1,-3,-2,-7,9
Cc1nn(CC(=O)OCC(=O)c2ccc(OC(F)F)cc2)c(C)c1[N+](=O)[O-],-4,-4,0.4,-3,14,10,1,-19,5
CCC(=O)N1c2ccccc2NC2=C(C(=O)CCC2)C1c1ccco1 (centres undefined),14,-9,-0.5,-1,10,-1,1,19,-12
Cc1onc(-c2ccccc2Cl)c1C(=O)Nc1ccc(CN2CCCC2)cc1,0,12,0.1,-9,4,3,2,-4,12
COCCn1c(SCC(=O)c2c(N)n(C3CC3)c(=O)[nH]c2=O)nnc1-c1cccc(C)c1,-2,3,0.6,2,7,7,1,2,-20
Oc1c(-c2cc(-c3ccco3)[nH]n2)ccc2ccccc12,17,-1,0.5,-2,13,4,1,-6,-1
CCCCn1c(=O)[nH]c(=O)c2c1nc(-c1ccc(OCCC)c(OCC)c1)n2CCOC,12,-8,0.3,4,4,-3,0,-2,-7
Cc1ccc(NC(=O)NCC2CCN(Cc3cccc(Cl)c3)CC2)cc1Cl,-5,5,2.2,-2,-16,19,5,-1,14
COC(=O)Sc1nc(N2CCOCC2)c2c(c1C#N)CC(C)(C)OC2,1,2,-0.8,1,8,3,0,3,-3
COc1ccccc1/C=C/C(=O)OCc1nc2ccccc2c(=O)[nH]1,-2,2,0.2,-4,-7,0,1,-9,4
CCn1c(SCC(=O)NCc2ccco2)nnc1-c1c[nH]c2ccccc12,4,-5,0.1,1,9,0,1,-3,17
COC(=O)c1ccc(CSc2nnc(C)n2N)o1,-1,-7,1.1,-3,5,-3,2,-8,20
COc1ccc(CCN2CC34C=CC(O3)C(C(=O)NCc3ccccc3Cl)C4C2=O)cc1OC (centres undefined),6,-2,-0.1,-9,5,3,1,-9,-6
CCN(C(=O)Cn1c(=O)oc2cc(S(=O)(=O)N3CCOCC3)ccc21)c1ccccc1,-3,3,1.3,-5,-7,3,1,-17,8
NS(=O)(=O)c1ccc(NC(=O)CCC(=O)O)cc1,-4,3,0.2,0,-3,-4,0,-1,6
Cc1ccc(-c2csc(N(CCCN3CCOCC3)C(=O)c3ccco3)n2)cc1,-9,7,4.5,1,-8,11,20,-15,1
COc1ccc(C2=NOC(Cn3nc(C(=O)NCc4ccc(C)cc4)cc3-c3ccccc3)C2)cc1 (centres undefined),-1,6,4.9,0,-3,11,3,-7,9
CCOc1ccc(NC(=O)CN(C)C(=O)c2c(C)noc2C)cc1OCC,-8,5,0.1,3,13,7,3,3,-14
CCOC(=O)CNc1nc(Cl)nc(Nc2ccc(C)cc2)n1,1,4,0.0,0,-16,5,-1,-11,5
Cc1ccc(NC(=O)CSc2cccc[n+]2[O-])c([N+](=O)[O-])c1,0,0,1.3,1,-4,6,2,-18,11
CN(C)CCNC(=O)c1ccc(-c2cnn(C)c2)c2ccoc12,2,3,0.9,0,1,0,0,-2,16
COC(=O)CSc1nc2c(c(-c3ccco3)c1C#N)CCCC2,-4,0,0.0,-10,5,0,0,-4,-1
Cc1ccc(S(=O)(=O)/N=C/c2ccco2)cc1,-4,2,0.6,-2,3,6,0,-1,6
CCc1nnc(NC(=O)Cn2nnc(-c3ccccc3F)n2)s1,3,1,6.1,3,9,-2,-1,-11,10
COc1ccccc1-c1cccc([C@@H]2C[C@H]3[C@H](CON3C)CN2Cc2ccccc2)c1,-3,-3,0.9,-2,-2,-6,-1,-12,19
COCc1c(C(N)=O)nnn1-c1nonc1N,3,-4,0.7,0,9,1,2,-21,5
CCCN(CC(=O)Nc1c(C)cccc1CC)C(=O)SCC,4,5,0.5,-1,16,1,0,-8,12
N=C1C(c2ccccc2)=C(O)CN1NC(=O)c1ccccc1,-1,0,1.2,-2,4,1,0,-2,20
CCS(=O)(=O)c1nc(S(=O)(=O)c2ccc(C)cc2)c(NCc2ccccn2)s1,-8,2,2.4,-4,0,-2,1,-15,15
Cc1ccc(C(=O)NC(CCc2ccccc2)C(=O)O)cc1 (centres undefined),6,2,0.9,1,2,-11,0,-7,8
Cc1cc(NC(=O)c2ccc(Cl)cc2)no1,-3,11,0.9,2,-1,11,0,-14,7

# Four entries from above, arranged by molecular weight, lowest first:
SMILES,M5 PAM,M4 antag,CHO-K1 Ca ag,M5 ag,CHRM4 PAM,CHRM5 antagonist,CHRM4 agonist,CHO-K1 Ca antag,CHO-K1 Ca PAM
Cc1cc(NC(=O)c2ccc(Cl)cc2)no1,-3,11,0.9,2,-1,11,0,-14,7
Cc1ccc(S(=O)(=O)/N=C/c2ccco2)cc1,-4,2,0.6,-2,3,6,0,-1,6
N=C1C(c2ccccc2)=C(O)CN1NC(=O)c1ccccc1,-1,0,1.2,-2,4,1,0,-2,20
Cc1ccc(C(=O)NC(CCc2ccccc2)C(=O)O)cc1 (centres undefined),6,2,0.9,1,2,-11,0,-7,8

# Following part:
SMILES,M5 PAM,M4 antag,CHO-K1 Ca ag,M5 ag,CHRM4 PAM,CHRM5 antagonist,CHRM4 agonist,CHO-K1 Ca antag,CHO-K1 Ca PAM
Cc1csc2ncc(C(=O)N(Cc3ccccc3)c3ccccn3)c(=O)n12,2,-18,0.5,2,0,-2,1,-2,-1
Cc1ccc(N(C(=O)CNC(=O)c2ccco2)C(C(=O)NC2CCCC2)c2cccnc2)cc1 (centres undefined),7,-15,0.1,-2,1,-2,1,-15,18
CC(C)(Cc1ccc(O)cc1)NC(=O)SCc1ccccc1,-4,11,0.6,-1,2,18,0,-10,15
CCc1cc(C(=O)N2CCN(S(=O)(=O)c3cc(C)ccc3C)CC2)sc1C,-5,5,0.2,-1,-1,-1,1,-15,13
Cn1c(NN)nc2sc3c(c2c1=O)CC(C)(C)OC3,-1,1,0.9,1,1,-1,1,-12,13
O=C(CSc1nnc(-c2ccc(F)cc2)c2ccccc12)Nc1cccc(Cl)c1,1,1,1.1,-1,-3,2,-1,-7,17
O=c1cc(/C=C/c2c(F)cccc2Cl)[nH]c2ccccc12,6,4,0.1,-1,3,1,1,9,17
c1ccc(-c2nc3ccccn3c2-c2ccccc2)cc1,5,-1,0.5,-5,11,-3,-2,-4,19
Cc1ccccc1OCC(=O)OCC(=O)Nc1ccc2c(c1)OCCO2,2,-4,1.6,0,17,4,4,-10,7
COc1ccc(-c2noc(CCC(=O)Nc3cc(OC)ccc3OC)n2)cc1,-3,-6,1.2,-3,8,-3,5,-6,19
CN1C(=O)c2ccc(C(=O)Nc3ccc(Br)cn3)cc2C1=O,-6,3,0.4,-3,3,13,0,1,0
CCC(=O)Nc1cc(C(=O)O)ccc1Sc1ccc(C)cc1,0,-2,1.2,-2,4,-10,2,-12,19
Cc1ccc(S(=O)(=O)C(c2ccccc2)c2c(C)noc2C)cc1 (centres undefined),-5,-25,0.0,-8,1,-2,0,1,5
COc1cc(C(=O)NNC(=O)CNC(=O)C2CCCCC2)ccc1OC(C)C,-4,-2,1.4,0,4,10,1,-10,17
Cc1ccc(/C=C2\SC(=S)N(CCCC(=O)N3CCOCC3)C2=O)cc1,-3,2,3.3,-5,-1,24,1,-12,31
COc1ccccc1NC(=O)CN1CCN(c2ccc(Cl)cc2)CC1,5,1,-0.4,-1,7,0,-1,-19,11
Cc1cc(C(=O)Nc2ccc(S(=O)(=O)Nc3onc(C)c3C)cc2)cs1,-2,7,0.3,-1,10,-1,0,-9,20
CCOc1cccc(CN2CCC(Oc3ccc(C(=O)NCc4ccccn4)cc3)CC2)c1,-5,19,1.2,-9,-14,4,2,-7,-6
Cc1ccc2cc(C#N)c(SCC(=O)N3CCCc4ccccc43)nc2c1,-4,-6,-0.2,0,-1,0,1,0,11
CC1CC(C)CN(C(=O)CSc2nc3ccsc3c(=O)n2Cc2ccccn2)C1 (centres undefined),-7,16,1.0,-5,-17,12,2,-5,1
O=C(NC(=S)N1CCCCC1)c1cccnc1,4,-5,0.7,-1,3,-3,2,-12,21
CN(C(=O)c1cccc(NC(=O)C2CCCN(C(=O)OC(C)(C)C)C2)c1)C1CCCC1 (centres undefined),7,-10,2.7,4,8,3,6,-10,7
CCCOC(=O)Nc1cc(OC)ccc1[N+](=O)[O-],-3,2,1.0,-4,-6,-6,-1,-12,17
